High-throughput results from PubChem BioAssay.
HT1080 viability – cytotoxicity in HT1080 fibrosarcoma cells, cell-based, fluorescence readout (AID 620). HT1080 viability, fluorescence; higher % means a stronger effect. cytotoxicity, % at 10 µM; hits with a dose series show EC50 in µM. actives 0.42% (n = 87,000);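 note: cells exposed to compound overnight then 4 h with Alamar Blue; 0% = vehicle DMSO and 100% = killing control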
PMK inhibit – inhibitors of Streptococcus pneumoniae phosphomevalonate kinase. AID 539. actives 0.49% (n = 65,000). inhibition, % at 10 µM. purified PMK, PK/LDH-coupled NADH absorbance 340 nm;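 active = top-ranked compounds by inhibition in the single 10 µM screen, taking a fixed number of the strongest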;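 note: 0% = full reaction with DMSO carrier and 100% = background rate without enzyme reaction; no value below 0 was filed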
KRASV12 cytotoxicity – cytotoxicity in KRAS-transformed pancreatic duct cells, primary screen, cell-based, fluorescence, HTS (AID 431). HPDE-C7K KRASV12 cells, Alamar Blue viability, 48 h; higher % means a stronger effect. one-dose cytotoxicity, % at 10 µM; EC50 in µM for titrated hits. actives 1.7% (n = 63,000);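 active = compounds whose percent cytotoxicity in the single-dose primary screen, scaled between solvent and toxic-drug controls, exceeds 50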;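 note: 0% = DMSO solvent wells and 100% = doxorubicin-treated wells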
Spn DPM-DC inh – inhibitors of Streptococcus pneumoniae diphosphomevalonate decarboxylase. purified DPM-DC, PK/LDH coupled NADH fluorescence. AID 556. calls only at 10 µM. actives 0.49% (n = 65,000);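 active = the 320 compounds with the highest percent inhibition in the single-dose primary screen, excluding strongly autofluorescent ones, cut at about 32% in these data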;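 note: kinetic rate of NADH fluorescence loss reporting ADP formed by the decarboxylase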
Alkaline phosphatase – human TNAP enzyme inhibitors, biochemical, luminescent (AID 518). purified TNAP enzyme, luminescent substrate readout; higher % means a stronger effect. one-dose inhibition, % at 20 µM; IC50 in µM for titrated hits. actives 0.09% (n = 64,000); in the data active = a potency from the dose series; inactive = the rest, 99 in 100 with inhibition below about 22%;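 note: plate controls were vehicle for no effect and reference inhibitor for full effect; many of its hits are not listed in these tables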
HPDE-C7 viability – cytotoxicity in HPDE-C7 cells, cell-based, fluorescence, HTS (AID 430); HPDE-C7 pancreatic duct cells viability, fluorescence; higher % means a stronger effect; cytotoxicity, % at 10 µM; hits with a dose series show EC50 in µM; actives 1.8% (n = 63,000);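 note: cells exposed to compound for 48 hours before viability readout; 0% = vehicle and 100% = reference cytotoxic drug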
Bfl-1 inhibitors – displacement of Bid BH3 peptide from Bfl-1 – biochemical, fluorescence polarization, FITC-Bid, mouse, primary screen (AID 432); FITC-Bid BH3 peptide fluorescence polarization displacement; higher % means a stronger effect; one-dose displacement, % at 20 µM; IC50 in µM for titrated hits; actives 0.02% (n = 64,000); in the data active = a potency from the dose series; inactive = the rest, 99 in 100 with displacement below about 15%; note: strong numbers were not always called active
Spn MK inh – blocks S. pneumoniae mevalonate kinase; purified MK, PK/LDH-coupled NADH absorbance 340 nm; inhibition, % at 10 µM; actives 0.48% (n = 65,000); AID 555;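 active = ranked among the strongest by inhibition in the single 10 µM screen, a fixed top-ranked set picked for dose follow-up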; note: no value below 0 was filed
LYP phosphatase – LYP phosphatase inhibitors, primary screen, biochemical, DiFMUP fluorescence, recombinant catalytic domain, 10 µM (AID 606); recombinant LYP catalytic domain, DiFMUP fluorescence; higher % means a stronger effect; one-dose inhibition, % at 10 µM; IC50 in µM for titrated hits; 52,000 tested, under 10 active;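 active = IC50 under 40 µM in the dose-response test; inactive = IC50 of 40 µM or more, or never dose-tested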
PMK inhibit pilot replicates – second read-out of PMK inhibit, no call of its own (marks repeat the call); inhibition, %; measured here: pilot screen replicates
Spn MK inh pilot replicates – recorded beside Spn MK inh, whose call it bears; inhibition, %; measured here: pilot screen replicates
Spn DPM-DC inh pilot screen % – second read-out of Spn DPM-DC inh, no call of its own (marks repeat the call); inhibition, %; measured here: pilot screen trials
The depositor's hits bear a star; i = inactive; nt = no result given. Cut-off read from the data, not from the text of the source, unless noted: active = cytotoxicity above about 50%; inactive = the rest.

SMILES	HT1080 viability	PMK inhibit	KRASV12 cytotoxicity	Spn DPM-DC inh	Alkaline phosphatase	HPDE-C7 viability	Bfl-1 inhibitors	Spn MK inh	LYP phosphatase	others
CCN(CC)C(=O)CSc1nnc(CCNC(=O)OC(C)(C)C)o1	-4.1%	12.0	1.0%	i	18.4%	-1.2%	-2.9%	6.0	2.2%
O=c1cc[nH]c2cc(C(F)(F)F)ccc12	-2.5%	7.0	-5.6%	i	6.8%	-8.5%	7.3%	3.0	nt
CCOC(=O)CC(C#N)c1c[nH]c2ccccc12 (stereo not drawn)	-2.2%	0.0	4.6%	i	5.8%	-0.4%	-2.6%	2.0	9.0%
Cc1noc(C(=O)NCc2cccnc2)c1Cl	2.0%	3.0	-4.5%	i	0.1%	4.8%	-2.5%	3.0	0.9%
O=C1CN(C(=O)c2cnccn2)c2ccccc2N1	-5.8%	13.0	2.9%	i	7.9%	-3.7%	-4.8%	0.0	0.0%
C=CCn1c(SCC(=O)NCC(=O)OCC)nnc1-c1cccc(OC)c1	-1.8%	2.0	3.1%	i	3.5%	5.1%	-5.7%	2.0	7.4%
Cc1cccc(C)c1N1CCN(S(=O)(=O)c2ccc(F)cc2)CC1	-5.7%	10.0	11.6%	i	9.3%	6.2%	-4.1%	5.0	15.6%
Cn1c(=O)oc2cc(S(=O)(=O)N3CCC(C(=O)N4CCN(c5ccccc5)CC4)CC3)ccc21	1.1%	13.0	-13.4%	i	0.1%	-24.5%	2.2%	10.0	11.2%
COCc1cc(=O)n2[nH]c(C)cc2n1	14.9%	9.0	-2.7%	i	12.9%	1.2%	0.1%	8.0	-4.0%
CCOC(=O)c1ccc2c(c1)C1C=CCC1C(C(=O)O)N2 (stereo not drawn)	4.4%	0.0	2.5%	i	6.4%	-1.8%	38.6%	8.0	0.3%
Nc1nnc(SCc2cccc(C(F)(F)F)c2)s1	-2.3%	8.0	-5.5%	i	10.3%	-17.0%	2.1%	10.0	-2.4%
COc1ccc(C2C(C(=O)N3CCN(C)CC3)c3ccccc3C(=O)N2C2CCCCC2)cc1 (stereo not drawn)	8.3%	0.0	-10.6%	i	1.0%	-8.3%	3.6%	1.0	-1.4%
O=C(NCC(=O)N(c1ccc2c(c1)OCO2)C(C(=O)NC1CCCC1)c1cccs1)c1ccco1 (stereo not drawn)	-5.3%	4.0	-8.7%	i	6.3%	-1.9%	-7.8%	8.0	0.4%
c1ccc(N2CCN(c3nc4cc5c(cc4s3)OCO5)CC2)cc1	17.0%	11.0	10.0%	i	3.9%	-1.4%	-3.8%	13.0	3.2%
CCc1c(C)c2ccc(OCC(=O)OC(C)C)c(C)c2oc1=O	0.7%	4.0	6.6%	nt	-1.2%	0.6%	-7.8%	12.0	6.2%
CCCCC(=O)Nc1ccc(NC(=O)C2CC2)cn1	20.7%	14.0	-3.3%	i	11.5%	-0.8%	1.1%	3.0	-5.7%
CN(C)S(=O)(=O)Nc1ccc(NS(=O)(=O)N(C)C)c(S(=O)(=O)c2ccccc2)c1	-0.9%	14.0	9.6%	i	11.3%	2.5%	3.7%	9.0	nt
CCCn1cnc2cc(NCc3cccc(OC)c3O)ccc21	7.6%	12.0	3.1%	i	2.1%	5.7%	0.2%	8.0	7.3%
CC12CCC(C(=O)NCc3ccco3)(OC1=O)C2(C)C (stereo not drawn)	-2.1%	4.0	-5.4%	i	5.9%	-5.3%	-7.0%	3.0	-24.1%
O=C(CN1CCCCC1)N1CCN(C(=O)CN2CCCCC2)CC1	10.7%	0.0	7.8%	i	2.3%	-12.4%	-8.2%	0.0	17.4%

Of the compounds above, two have a furan ring, fused or not:
SMILES	HT1080 viability	PMK inhibit	KRASV12 cytotoxicity	Spn DPM-DC inh	Alkaline phosphatase	HPDE-C7 viability	Bfl-1 inhibitors	Spn MK inh	LYP phosphatase	others
O=C(NCC(=O)N(c1ccc2c(c1)OCO2)C(C(=O)NC1CCCC1)c1cccs1)c1ccco1 (stereo not drawn)	-5.3%	4.0	-8.7%	i	6.3%	-1.9%	-7.8%	8.0	0.4%
CC12CCC(C(=O)NCc3ccco3)(OC1=O)C2(C)C (stereo not drawn)	-2.1%	4.0	-5.4%	i	5.9%	-5.3%	-7.0%	3.0	-24.1%

Going on with the list:
SMILES	HT1080 viability	PMK inhibit	KRASV12 cytotoxicity	Spn DPM-DC inh	Alkaline phosphatase	HPDE-C7 viability	Bfl-1 inhibitors	Spn MK inh	LYP phosphatase	others
Cc1sc2ncnc(SCC(=O)NC(=O)NCc3ccco3)c2c1C	-1.1%	13.0	-10.4%	i	8.8%	-7.0%	4.7%	0.0	10.6%
NC(=O)c1ncn([C@@H]2O[C@H](CO)[C@@H](O)[C@H]2O)n1	-4.2%	0.0	nt	i	nt	nt	nt	4.0	0.9%
Cc1cc(NC(=O)COC(=O)CCC(=O)c2ccc(F)cc2)no1	-0.1%	12.0	5.0%	i	1.7%	1.4%	-3.9%	2.0	-4.7%
CCOC(=O)c1cc(-c2ccncc2)nc2c1c(C)nn2-c1ccccn1	9.4%	0.0	27.2%	i	5.4%	19.0%	-6.0%	0.0	-13.4%
CCOC(=O)c1cccc(NC(=O)Nc2cc(OC)ccc2OC)c1	4.4%	6.0	-10.1%	i	11.1%	-4.9%	3.6%	6.0	10.6%
Cc1ccc(S(=O)(=O)C2(S(=O)(=O)c3ccc(C)cc3)CCCC2)cc1	39.9%	9.0	47.5%	i	6.9%	54.6%*	-6.5%	6.0	12.6%
Cc1ccc(-c2nc3ccccc3[nH]2)cc1NC(=O)c1ccco1	-3.0%	17.0	3.8%	i	6.6%	10.7%	-1.0%	5.0	2.2%
CCCCn1c(NCCO)nc2ccccc21	-7.1%	0.0	-2.2%	i	0.7%	-13.6%	3.9%	9.0	-9.0%
COc1cccc(-c2nnc3sc(-c4ccccn4)nn23)c1	0.9%	14.0	-3.9%	i	7.9%	-4.8%	2.9%	4.0	nt
Cn1c(SCCCC(=O)c2ccccc2)nnc1-c1ccncc1	3.0%	11.0	-7.7%	i	0.8%	-1.0%	5.1%	0.0	9.0%
Cc1c(NC(=O)Nc2cccc(Cl)c2)c(=O)n(-c2ccccc2)n1C	-0.4%	0.0	-10.4%	i	3.4%	-2.1%	-0.7%	1.0	4.1%
CCN1CCN(C(=O)CCCCCn2c(=O)[nH]c3cc(C(=O)OC)ccc3c2=O)CC1	-0.9%	19.0	-8.0%	i	5.0%	-12.0%	-2.6%	3.0	-8.1%
CCOC(=O)N1CCC(NC(=O)c2cc(C(=O)Nc3cccc(OC)c3)ccc2CO)CC1	34.3%	15.0	1.1%	i	7.0%	-10.5%	-5.3%	2.0	-10.0%
Brc1ccccc1-c1nnc(CSc2nnnn2-c2ccccc2)o1	-9.6%	5.0	-14.7%	i	16.6%	-5.2%	0.2%	9.0	nt
Cc1cc(C)nc(NC(=O)CSc2nn(C)c(=S)s2)n1	5.1%	0.0	-37.3%	i	8.3%	-28.6%	2.5%	5.0	7.4%
O=C(c1nc2ncccn2n1)N1CCc2ccccc2C1	-3.4%	0.0	-1.5%	i	9.3%	-9.0%	-3.2%	5.0	13.5%
CCCN(CCC)C(=O)CCS(=O)(=O)c1cccc2nsnc12	10.2%	4.0	-2.0%	i	9.7%	-11.5%	-3.0%	6.0	-11.9%
CCC1CCCCN1C(=O)COc1cc(=O)n(C)c2ccccc12 (stereo not drawn)	-2.0%	5.0	-4.5%	i	3.2%	3.5%	10.3%	6.0	nt
O=C(O)c1ccc(CSCc2ccccc2F)o1	-10.4%	14.0	15.1%	i	3.7%	14.9%	-5.7%	0.0	1.9%
Cc1cc(NC(=O)COC(=O)CCCOc2ccc(Cl)cc2C)no1	-2.1%	22.0	nt	i	13.0%	nt	-3.3%	6.0	nt
CCn1c(COc2ccc(C)cc2)nnc1SCC(=O)Nc1cc(OC)ccc1OC	-20.3%	10.0	-3.3%	i	12.2%	-30.1%	4.9%	11.0	17.3%
O=C(/C=C\Nc1ccccn1)c1ccccc1	nt	6.0	-2.7%	i	8.9%	-6.9%	0.1%	9.0	6.5%
COc1ccc(C2=NOC(C(=O)NC(C)(C)C)C2)cc1 (stereo not drawn)	12.1%	11.0	5.1%	i	2.5%	-2.0%	0.7%	7.0	11.6%
Cc1cc(NC(=O)CSc2ccc3nnc(-c4ccccc4)n3n2)no1	-16.4%	9.0	0.4%	i	8.0%	3.2%	-1.9%	2.0	3.7%
CC(C(=O)Nc1nccs1)N1C(=O)C2CC=CCC2C1=O (stereo not drawn)	2.8%	18.0	-2.1%	i	10.3%	-2.9%	-4.4%	0.0	7.0%
CCOC(=O)N1CCN(Cc2cccs2)CC1	2.0%	0.0	2.0%	i	6.2%	3.5%	-6.3%	3.0	nt
CCN(c1c(C)n(C)n(-c2ccccc2)c1=O)S(C)(=O)=O	-2.4%	9.0	6.8%	i	3.1%	-6.9%	0.3%	8.0	nt	PMK inhibit pilot replicates=1.0;Spn MK inh pilot replicates=0.5;Spn DPM-DC inh pilot screen %=3.0
CCOC(=O)c1cccc(NC(=O)C2CCN(S(=O)(=O)c3cccs3)CC2)c1	1.8%	0.0	19.1%	i	14.7%	14.9%	-3.6%	7.0	14.0%	PMK inhibit pilot replicates=5.5;Spn MK inh pilot replicates=0.0;Spn DPM-DC inh pilot screen %=3.0

Structures above with a thiophene ring, fused or not:
SMILES	HT1080 viability	PMK inhibit	KRASV12 cytotoxicity	Spn DPM-DC inh	Alkaline phosphatase	HPDE-C7 viability	Bfl-1 inhibitors	Spn MK inh	LYP phosphatase	others
O=C(NCC(=O)N(c1ccc2c(c1)OCO2)C(C(=O)NC1CCCC1)c1cccs1)c1ccco1 (stereo not drawn)	-5.3%	4.0	-8.7%	i	6.3%	-1.9%	-7.8%	8.0	0.4%
Cc1sc2ncnc(SCC(=O)NC(=O)NCc3ccco3)c2c1C	-1.1%	13.0	-10.4%	i	8.8%	-7.0%	4.7%	0.0	10.6%
CCOC(=O)N1CCN(Cc2cccs2)CC1	2.0%	0.0	2.0%	i	6.2%	3.5%	-6.3%	3.0	nt
CCOC(=O)c1cccc(NC(=O)C2CCN(S(=O)(=O)c3cccs3)CC2)c1	1.8%	0.0	19.1%	i	14.7%	14.9%	-3.6%	7.0	14.0%	PMK inhibit pilot replicates=5.5;Spn MK inh pilot replicates=0.0;Spn DPM-DC inh pilot screen %=3.0

Ordered by molar mass (falling): some entries from above.
SMILES	HT1080 viability	PMK inhibit	KRASV12 cytotoxicity	Spn DPM-DC inh	Alkaline phosphatase	HPDE-C7 viability	Bfl-1 inhibitors	Spn MK inh	LYP phosphatase	others
CCn1c(COc2ccc(C)cc2)nnc1SCC(=O)Nc1cc(OC)ccc1OC	-20.3%	10.0	-3.3%	i	12.2%	-30.1%	4.9%	11.0	17.3%
CCOC(=O)c1cc(-c2ccncc2)nc2c1c(C)nn2-c1ccccn1	9.4%	0.0	27.2%	i	5.4%	19.0%	-6.0%	0.0	-13.4%
NC(=O)c1ncn([C@@H]2O[C@H](CO)[C@@H](O)[C@H]2O)n1	-4.2%	0.0	nt	i	nt	nt	nt	4.0	0.9%
